# Bioassay records deposited in PubChem BioAssay by National Center for Advancing Translational Sciences (NCATS).
# TDP1 block: qHTS Assay for Inhibitors of Tyrosyl-DNA Phosphodiesterase (TDP1). recombinant TDP1, AlphaScreen DNA substrate cleavage. Tyrosyl-DNA phosphodiesterase 1 (Homo sapiens), Q9NUW8. AID 485290, 2010. 0.28% of 350,000 active. Potency, µM (doses to about 130 µM), inactives show at the top dose activity change, negative = inhibition, most hits filed as inhibitors; further: nearly all actives have a fitted effect of over 40% in size
# Target sequence (Q9NUW8 whole entry, looked up): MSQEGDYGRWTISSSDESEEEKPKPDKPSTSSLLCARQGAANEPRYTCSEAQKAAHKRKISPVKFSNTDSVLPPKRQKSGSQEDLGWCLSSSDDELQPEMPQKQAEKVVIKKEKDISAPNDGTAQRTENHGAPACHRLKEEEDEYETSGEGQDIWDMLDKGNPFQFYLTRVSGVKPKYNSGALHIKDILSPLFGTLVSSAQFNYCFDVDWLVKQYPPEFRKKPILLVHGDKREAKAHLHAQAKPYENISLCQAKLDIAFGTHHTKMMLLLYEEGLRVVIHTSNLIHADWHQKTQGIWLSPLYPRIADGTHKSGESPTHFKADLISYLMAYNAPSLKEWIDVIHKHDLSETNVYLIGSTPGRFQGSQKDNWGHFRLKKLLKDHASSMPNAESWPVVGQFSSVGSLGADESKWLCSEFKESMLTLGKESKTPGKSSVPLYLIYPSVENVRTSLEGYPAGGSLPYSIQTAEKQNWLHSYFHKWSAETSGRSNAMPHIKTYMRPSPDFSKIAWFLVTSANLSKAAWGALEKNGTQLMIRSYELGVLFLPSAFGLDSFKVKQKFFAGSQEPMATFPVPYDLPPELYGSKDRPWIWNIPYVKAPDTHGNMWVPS
#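 Compounds were preincubated with Tdp1 (1 nM final) for 15 min at room temperature before substrate (15 nM final) started a 5 min reaction; beads (10 ug/ml final) were then added for 10 min before AlphaScreen detection.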
# DT40 TDP1 no CPT: qHTS for Inhibitors of human tyrosyl-DNA phosphodiesterase 1 (TDP1): qHTS in cells in absence of CPT. DT40 Tdp1-/- hTDP1 cells, no CPT, ATP luminescence, 48 h. Potency, µM (titrated, usually from 46.2 µM), without a hit: top-dose activity change, negative = growth inhibition, actives largely listed as inhibitors. 15% of 420,000 active. AID 686978, 2013; further: nearly all actives have a fitted effect of over 55% in size
#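 Growth kinetics read by CellTiter-Glo luminescence after ≥48 hr at 37 °C. Cells: DT40 Tdp1-/- stably carrying human TDP1, 400 per well, compound exposure in the absence of CPT (DMSO vehicle).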
# N370S GC: qHTS Assay for Inhibitors and Activators of N370S glucocerebrosidase as a Potential Chaperone Treatment of Gaucher Disease; Lysosomal acid glucosylceramidase (Homo sapiens), P04062; N370S GC spleen homogenate, 4MU-glucoside fluorescence; Potency, µM (series often up to 59.4 µM), without a hit: top-dose activity change, negative = inhibition, hits mostly inhibitors; 0.092% of 330,000 active; AID 2101, 2009;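 further: 0% = full enzyme activity and -100% = no enzyme basal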
# An asterisk follows results filed as active; ? = inconclusive; . = not tested or not shown; & = joins results of further samples; [ ] = dose if it differs, or a comment. The call rests on the fitted dose curve; in most records, active means well fitted curve in the direction sought with a large enough effect; inconclusive means small, poorly fitted or top-dose-only effect, or another doubt; inactive means no such curve, though single readings can be large; an effect the other way counts as inactive or inconclusive. Unless noted, on the % scale 0 is the no-effect control and ±100 the full control effect; potency means the concentration at half of the fitted maximal effect. This is a subset; the hit share may differ from the screen's.
1) CC[C@H](C)[C@H](NC(=O)[C@H](CCC(=O)O)NC(=O)CNC(=O)[C@@H](NC(=O)[C@H](CCC(=O)O)NC(=O)[C@H](CCC(=O)O)NC(=O)[C@H](CC(C)C)NC(=O)CNC(=O)[C@@H]1CCCN1C(=O)[C@H](CCC(=O)O)NC(=O)[C@@H](N)[C@@H](C)O)C(C)C)C(=O)N[C@@H](CCC(=O)O)C(=O)N[C@@H](CCC(N)=O)C(=O)N[C@@H](CCCCN)C(=O)N[C@@H](CCC(N)=O)C(=O)N[C@@H](CC(C)C)C(=O)N[C@@H](CCC(N)=O)C(=O)O
2) Cc1ccccc1CNC(=O)C1CCC(=O)N(Cc2cccc(F)c2)C1 (stereo not given)
3) Cn1c(CNC(=O)CCNC(=O)c2cccc(Br)c2)cc(=O)n(C)c1=O
4) O=C(/C=C/c1ccccc1Cl)Nn1cnc2ccccc2c1=O
5) CCCN(CCC)C(=O)c1nn(C)c2c1CSc1ccc(C)cc1-2
6) O=C(Nc1ncc2c(n1)-c1ccccc1CC2)c1ccc(Cl)cc1

Assay by compound	1	2	3	4	5	6
TDP1 block	24%	0%	1%	6%	6%	6%
DT40 TDP1 no CPT	.	27%	15%	-4%	18µM*	-20%
N370S GC	-3%	-1%	-1%	4%	.	8%

7) COc1ccccc1Nc1cc(C)nc2nc(-c3ccccc3)nn12
8) Cc1ccc(NC(=O)Nc2nc3ccccc3s2)cc1NC(=O)Nc1nc2ccccc2s1
9) CC(=O)Nc1ccc(C(=O)Nc2ccc(S(=O)(=O)N3CCCC3)cc2)cc1
10) Cc1ccc([N+](=O)[O-])cc1N(CC(=O)N1CCCCC1)S(C)(=O)=O
11) COc1ccc(CC(NC(=O)c2ccccc2)C(=O)NCC(=O)O)cc1 (stereo not given)
12) CCOc1ccccc1-n1c(=S)sc2c(=O)n(-c3ccc(C)cc3)c(=S)[nH]c21

Assay by compound	7	8	9	10	11	12
TDP1 block	1%	3%	4%	3%	7%	8%
DT40 TDP1 no CPT	?	13µM*	-17%	-29%	3%	3%
N370S GC	.	4%	3%	-6%	-2%	-3%

13) O=C(Nc1ccccc1-c1ccccc1)c1ccc(NC(=O)c2ccco2)cc1
14) CCOc1ccc(OCCC(=O)OCC(=O)Nc2ccc3c(c2)OCO3)cc1
15) CCOc1ccccc1/C=C/c1onc(C)c1S(=O)(=O)N1CCC(C(=O)N(CC)CC)CC1
16) Cc1ccc(NC(=O)Cn2nc(C)c([N+](=O)[O-])c2C)cc1Cl
17) COc1ccc(OC)c(NC(=O)c2cn3c4c(ccc(Cl)c4c2=O)OC(C)C3)c1 (stereo not given)
18) O=[N+]([O-])c1cnccc1Nc1ccc(F)cc1

Assay by compound	13	14	15	16	17	18
TDP1 block	4%	-7%	0%&-2%	0%	-6%	6%
DT40 TDP1 no CPT	?	-22%	16µM*	-6%	-17%	-22%
N370S GC	7%	-2%	-41%	-4%	.	-19%

# In the list so far, 3 have an aryl methoxy group:
7) COc1ccccc1Nc1cc(C)nc2nc(-c3ccccc3)nn12
11) COc1ccc(CC(NC(=O)c2ccccc2)C(=O)NCC(=O)O)cc1 (stereo not given)
17) COc1ccc(OC)c(NC(=O)c2cn3c4c(ccc(Cl)c4c2=O)OC(C)C3)c1 (stereo not given)

Assay by compound	7	11	17
TDP1 block	1%	7%	-6%
DT40 TDP1 no CPT	?	3%	-17%
N370S GC	.	-2%	.

# The results go on.
19) COc1ccc2c(c1)[nH]c1c(=O)n(CCN(C)C)cnc12
20) COc1ccccc1CNC(=O)CCCCn1c(=O)c2ccccc2n(Cc2c(C)cc(C)cc2C)c1=O
21) CC(C)(C)n1cnnc1Sc1ncccc1[N+](=O)[O-]
22) Cc1cc(F)ccc1NC(=O)CN(C)S(=O)(=O)c1ccc(C(=O)N2CCOCC2)s1
23) CC(=O)Nc1ccc(OCC(=O)N2CCc3ccccc3C2)cc1
24) COc1cc(/C=N/NC(=O)CCc2n[nH]c(=O)[nH]c2=O)ccc1O

Assay by compound	19	20	21	22	23	24
TDP1 block	0%	6%	3%	4%	.	-4%
DT40 TDP1 no CPT	-26%	-1%	-1%	-26%	-9%	-24%
N370S GC	20%	.	-2%	.	3%	-4%

25) O=C(Nc1ccc(Br)cc1)C1CCN(C(=O)c2ccc(F)cc2)CC1
26) Cc1cc(C)nc(SCc2ccc(C(=O)NN=C3CCCC3)cc2)n1
27) O=S(=O)(NC1CC1)c1ccc(S(=O)(=O)N2CCCC3(CCCCC3)C2)cc1
28) COc1ccc(C2=C(Nc3ccc(F)cc3)c3ccccc3C2=O)cc1
29) CC(C)[C@@H](NC(=O)C1CCC(CNC(=O)[C@H](Cc2ccccc2)NC(=O)OC(C)(C)C)CC1)C(=O)O (stereo not given in full)
30) COCCn1c(-c2ccc(-c3ccccc3Cl)o2)nc2c1c(=O)[nH]c(=O)n2CC(C)C

Assay by compound	25	26	27	28	29	30
TDP1 block	3%	3%	3%	9%	.	7%
DT40 TDP1 no CPT	?	-12%	?	?	-3%	-23%
N370S GC	2%	-1%	24%	10%	-20%	4%

31) COc1cccc(NC(=O)CSCc2cc(=O)c3ccc(C)c(C)c3[nH]2)c1
32) Cc1cc(C(=O)NCC(=O)O)c(C)o1
33) Cc1cc(C)c(S(=O)(=O)N2CCCc3ccccc32)c(C)c1
34) CC(C)CCNC(=O)C(=O)Nc1cc2c3c(c1)CC(=O)N3CCC2
35) CCCOc1ccc(C2C(=O)N(C3CCCCC3)CC(=O)N2CCC2=CCCCC2)cc1OC (stereo not given)
36) Cc1ccc(OCCn2c(CNc3ccccc3C)nc3ccccc32)cc1

Assay by compound	31	32	33	34	35	36
TDP1 block	-3%	2%	-13%	1%	13%	12%
DT40 TDP1 no CPT	-18%	-1%	?	22%	-27%	?
N370S GC	.	4%	-6%	-7%	.	.

# Quoted from above, nos. 20–23
20) COc1ccccc1CNC(=O)CCCCn1c(=O)c2ccccc2n(Cc2c(C)cc(C)cc2C)c1=O
21) CC(C)(C)n1cnnc1Sc1ncccc1[N+](=O)[O-]
22) Cc1cc(F)ccc1NC(=O)CN(C)S(=O)(=O)c1ccc(C(=O)N2CCOCC2)s1
23) CC(=O)Nc1ccc(OCC(=O)N2CCc3ccccc3C2)cc1

Assay by compound	20	21	22	23
TDP1 block	6%	3%	4%	.
DT40 TDP1 no CPT	-1%	-1%	-26%	-9%
N370S GC	.	-2%	.	3%

# Other structures:
37) COCCn1nnnc1C(CC(C)C)N1CCN(c2cccc(OC)c2)CC1 (stereo not given)
38) Nn1cc(-c2ccccc2)nc1SCC(=O)Nc1ccc2c(c1)OCO2
39) CCCCC(=O)Nc1ccc2oc(-c3ccncc3)nc2c1
40) CCc1ccc(C2NC(=S)NC3=C2C(=O)CC(C)(C)C3)cc1 (stereo not given)
41) Cn1ncc2c(NCc3ccccc3)ncnc21
42) CCC(=O)Nc1ccc2c(c1)N(C(C)=O)c1ccccc1CC2

Assay by compound	37	38	39	40	41	42
TDP1 block	1%	5%	5%	3%	2%	.
DT40 TDP1 no CPT	-26%	-9%	-19%	-23%	?	-4%
N370S GC	-6%	-17%	-5%	-7%	-6%&-3%	-4%

43) COc1cccc(CN(C)C(=O)c2cc(S(=O)(=O)NCc3ccccc3)ccc2C)c1OC
44) O=C1Cc2ccccc2C(c2ccc(Br)cc2)N1 (stereo not given)
45) O=C(Cc1ccc(NC(=O)N2CCCCc3ccccc32)cc1)NCc1ccccc1
46) Cc1nc2nc(SCC(=O)NCc3ccco3)nn2c(C)c1Cc1c(F)cccc1Cl
47) Cc1cc(=O)[nH]c(SCC(=O)N2CCCCC2)n1
48) Fc1cccc(CSc2ccc(-c3cccs3)nn2)c1

Assay by compound	43	44	45	46	47	48
TDP1 block	0%	6%	-1%	7%	0%	-5%
DT40 TDP1 no CPT	?	?	23µM*	-25%	0%	?
N370S GC	-12%	8%	.	5%	-1%	.

49) COCCCN1CN=C(NS(=O)(=O)c2ccc(C)cc2)NC1
50) O=C(c1cccc(C(F)(F)F)c1)c1c[nH]c(C(=O)NCCCN2CCOCC2)c1
51) Cc1cc(OCC(=O)N2CCC(C(N)=O)CC2)c2c(C)cc(=O)oc2c1
52) N#CCC(=O)Nc1ccc(C(=O)OCC(=O)N2CCCC2=O)cc1
53) COc1cccc(NC(=O)c2cc([N+](=O)[O-])ccc2NC(=O)CNCC2CCCO2)c1 (stereo not given)
54) COc1cc(/C=C(\C#N)c2nc3ccc(C)cc3[nH]2)ccc1OC(C)C

Assay by compound	49	50	51	52	53	54
TDP1 block	10%	-3%	.	-6%	3%	2%
DT40 TDP1 no CPT	-3%	-1%	6%	-9%	?	-12%
N370S GC	0%	-2%	0%	0%	-10%	.

55) COc1ccc(CNC(=O)CSc2ncc3c(n2)-c2cc(Cl)ccc2N(Cc2ccccc2)S3(=O)=O)cc1OC
56) Cc1c(C#N)c(N)c(C(=O)c2ccccc2)n1Cc1ccccc1
57) COC(=O)[C@@]1(C)C=C[C@@H](Cc2ccccc2)N1C
58) CN(C)S(=O)(=O)c1cccc(COC(=O)CN2CCCCCC2=O)c1
59) CCc1ccc(OCC(=O)NNC(=O)CSc2ncnc3sc(C)c(C)c23)cc1
60) CCn1cc(C(=O)NCc2ccc(Cl)cc2)c(=O)c2cc(S(=O)(=O)N(C)C)ccc21

Assay by compound	55	56	57	58	59	60
TDP1 block	3%	11%	10%	-4%	3%	.
DT40 TDP1 no CPT	12µM*	-15%	.	-6%	-2%	21µM*
N370S GC	.	4%	7%	-3%	19%	0%

# Entries of single compounds, looked up by structure. Screens in order: TDP1 block	DT40 TDP1 no CPT	N370S GC
# COCCn1nnnc1C(CC(C)C)N1CCN(c2cccc(OC)c2)CC1 (stereo not given) is entered as 1%	-26%	-6%
# O=C(Nc1ccc(Br)cc1)C1CCN(C(=O)c2ccc(F)cc2)CC1 is entered as 3%	?	2%
# COc1cccc(CN(C)C(=O)c2cc(S(=O)(=O)NCc3ccccc3)ccc2C)c1OC is entered as 0%	?	-12%

# Remaining list, next part
61) CSc1nnnn1-c1c(C)cc(C)cc1C
62) Cc1cc(C)c(NC(=O)c2oc3c(c2C)-c2[nH]ncc2CC3)c(C)c1
63) CC(C)(C)c1ccc(C(=O)c2c[nH]c(C(=O)NCC3CCCO3)c2)cc1 (stereo not given)
64) Cn1nc(C(=O)OCC(=O)N2CCc3ccccc32)c2ccccc2c1=O
65) O=C(NCc1ccco1)c1ccc2c(c1)N(Cc1ccccc1)C(=O)c1ccccc1S2
66) CCOC(=O)N1CCN(C(=S)NC(=O)c2cc(Br)ccc2Cl)CC1

Assay by compound	61	62	63	64	65	66
TDP1 block	.	3%	2%	1%	0%	3%
DT40 TDP1 no CPT	8%	21µM*	15µM*	-8%	-18%	?
N370S GC	-3%	.	-16%	-2%	.	0%

67) COc1ccccc1CCC(=O)OCC(=O)Nc1cc(C)nn1-c1ccccc1
68) CCN(CC)S(=O)(=O)c1ccc(NCCc2ccccn2)nc1
69) COc1ccc(/C=C2\N=C(SC)SC2=O)cc1OC
70) N#Cc1c(/N=C/c2cccs2)sc2c1CCCCC2
71) CN(Cc1ccccc1)C(=O)c1ccc(NC(=O)Cc2cccc(NC(=O)C3CCCN(C(=O)CCc4ccccc4)C3)c2)cc1 (stereo not given)
72) Cn1c(SCc2nc(-c3cccs3)no2)nnc1C1CCCCC1

Assay by compound	67	68	69	70	71	72
TDP1 block	.	0%	-4%	7%	1%	7%
DT40 TDP1 no CPT	-4%	-8%	-7%	-28%	?	-13%
N370S GC	-2%	-4%	1%	8%	.	3%

73) O=C(CN1CCN(Cc2ccc(Cl)cc2)CC1)N/N=C/c1ccncc1
74) COc1ccc(CCC(=O)OCC(=O)NCc2ccc(OC)c(OC)c2)cc1OC
75) CCN(CC)S(=O)(=O)c1ccc(C(=O)OCn2nnc3ccccc3c2=O)cc1
76) COc1ccc2c(=O)cc(-c3ccccc3)oc2c1O
77) O=C(NCC1CCCO1)C(c1cccs1)N(Cc1cccs1)C(=O)Cn1nnc(-c2cccs2)n1 (stereo not given)
78) Cn1nc(OCC(=O)O)cc1C(F)(F)F
79) CCc1ccc2oc(C(=O)NCCc3ccc(S(N)(=O)=O)cc3)cc(=O)c2c1

Assay by compound	73	74	75	76	77	78	79
TDP1 block	3%	0%	7%	12%[56.1 µM]	2%	0%	.
DT40 TDP1 no CPT	?	?	-5%	?	18µM*	8%	-16%
N370S GC	0%	.	0%	15%	?	-2%	0%
